pAkt inh – blocks phosphorylation of Akt; Neuro2A IGF-stimulated pAkt S473 HTRF, 20 min; hits give low values; activity change, % for hits at 50 µM; 360,000 tested, 0.32% active; AID 651550; in the data active means activity change below about -80%; inconclusive means mostly about -51% to -80%; further: on the % scale 0 is the no-effect control and ±100 the full control effect
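Single-point screen (50 µM final compound) in Neuro2A cells stimulated 20 min with 6 nM IGF at 37 deg C. After lysis, Ser473-phosphorylated Akt read by HTRF (ex 330 nm, em 615/665 nm) as the 665/615 ratio.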
Nrf2 activator – Nrf2 pathway activation | AREc32 ARE-luciferase reporter (MCF7-derived line), luminescence, 24 h | 410,000 tested, 0.31% active | Potency, µM (highest dose often 46.1 µM), for the others: top-dose activation, hits mostly activators; further: potency means the concentration at half of the fitted maximal effect; % of control where 0% means no effect; nearly all actives have a fitted effect of over 65% in size
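Luciferase luminescence (Steady-Glo, 30 min at room temperature) served as the read-out of ARE activation in AREc32 cells treated with compounds for 24 hr at 37 deg C.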
TGFb SMAD3 inh – TGF-b pathway inhibition. HepG2 CAGA-GFP TGF-b/SMAD3 reporter, GFP fluorescence, 18 h; TGF-beta stimulated, 500 pg/mL final. Potency, µM (top dose mostly 46.1 µM), for inactives: top-dose activity, negative = inhibition, most hits filed as inhibitors. 410,000 tested, 1.2% active; further: potency means the concentration at half of the fitted maximal effect; on the % scale 0 is the no-effect control and ±100 the full control effect; nearly all actives have a fitted effect of over 65% in size
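First, reporter cells (HEPG2 CAGA-GFP) rested 2 h at 37 degrees C. Next, compounds were pinned in and TGF-beta added to 500 pg/mL final. After 18 h, GFP was imaged per cell and summed per well.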
A549 tox – counter-screen for Nrf2 inhibitors: cytotoxicity in A549 cells; A549 ARE-Fluc cells, CellTiter-Fluor viability, 18-24 h; Potency, µM (top dose mostly 46 µM), without a hit: at the top dose activity change, negative = cytotoxicity, usual class: inhibitors; 390,000 tested, 0.16% active; AID 504648; further: potency means the concentration at half of the fitted maximal effect; on the % scale 0 is the no-effect control and ±100 the full control effect
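A549 ARE-Fluc cells in 5% FBS OPTI-MEM, 5000 cells/well, rested 2 h then exposed to compounds in concentration-response for 18-24 h at 37 °C. Viability by CellTiter-Fluor fluorescence (Ex 405/Em 525) after 30 min; luciferase luminescence (BugLite, 15 min, RT) read afterwards.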
S2 tox – reduces viability in counter-screen for ATXN expression inhibitors | S2 cells (HEK-293 line with an ATXN2-luciferase reporter) viability, CellTiter-Fluor protease fluorescence, 24 h | Potency, µM (series often up to 56.7 µM), usual class: cytotoxic | 400,000 tested, 0.49% active; further: potency means the concentration at half of the fitted maximal effect; nearly all actives have a fitted effect of over 40% in size
MmCpn inh – blocks the Methanococcus maripaludis chaperonin Mm-Cpn; purified Mm-Cpn ATPase, ADP Transcreener TR-FRET; Potency, µM (series often up to 76.9 µM), without a hit: top-dose activity, negative = inhibition, actives largely listed as inhibitors; 330,000 tested, 0.031% active; AID 504842; further: potency means the concentration at half of the fitted maximal effect; on the % scale 0 is the no-effect control and ±100 the full control effect; nearly all actives have a fitted effect of over 80% in size
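Compound-treated chaperonin, 25 nM final, turns over 10 uM ATP at 37°C for 30 min following a 10 min preincubation; ADP generated competes with ADP-d2 for Eu-cryptate antibody, lowering FRET.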
HepG2 viability – counter-screen for TGF-b inhibitors: cytotoxicity in HepG2 cells; 410,000 tested, 0.76% active; HepG2 CAGA-GFP viability, ATP luminescence, 18 h; Potency, µM (titrated, usually from 46.1 µM), for the others: top-dose activity change, negative = cytotoxicity, most hits filed as cytotoxic; further: potency means the concentration at half of the fitted maximal effect; some results filed as inactive show a strong effect at the top dose
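CellTiter-Glo luminescence gave cytotoxicity after 18 hours at 37 degrees C. The cells were HepG2 CAGA-GFP in 1% FBS DMEM, stimulated with 500 pg/mL TGF-beta after compound addition. %Activity was normalised to no-cell wells (complete cell-killing) and DMSO (no toxicity), and curves were fitted and classified.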
CCT chaperon mod – changes cytosolic chaperonin activity | purified chaperonin ATPase assay, HTRF ADP detection, 30 min | activity change, % (concentration not given with the values), hits read low | 360,000 tested, 0.3% active | AID 651819; in the data active means activity change below about -30%; further: on the % scale 0 is the no-effect control and ±100 the full control effect
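ATPase activity: ADP formed was measured by HTRF Transcreener (665/615 nm ratio) after 30 min at 37 deg C with 10 uM ATP. Compounds screened at one 76 uM concentration against 40 or 20 nM TRiC in Tris pH 7.4/KCl/MgCl2/DTT buffer.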
Nrf2 inh – blocks Nrf2 signaling; 360,000 tested, 2.1% active; Potency, µM (titrated, usually from 46 µM), for the others: at the highest dose activity change, negative = inhibition, actives largely listed as inhibitors; AID 504444; A549 ARE-Fluc reporter, luciferase luminescence, 18-24 h; further: potency means the concentration at half of the fitted maximal effect; on the % scale 0 is the no-effect control and ±100 the full control effect; nearly all actives have a fitted effect of over 60% in size
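Cells were seeded and rested 2 h, then exposed to compounds for 18-24 h. CellTiter-Fluor was read first as a viability measure. BugLite was added 15 min before the final luminescent read of ARE-luciferase activity in A549 cells.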
Active calls of the source: *; i = inactive; ? = inconclusive; . = not tested or not shown; [ ] = another dose, or the depositor's remark. Unless noted, the call rests on the fitted dose curve; in most records, active means well fitted curve in the direction sought with a large enough effect; inconclusive means small, poorly fitted or top-dose-only effect, or another doubt; inactive means no such curve, though single readings can be large; an effect the other way counts as inactive or inconclusive.

The opening 2 entries, to show the layout:
SMILES	pAkt inh	Nrf2 activator	TGFb SMAD3 inh	A549 tox	S2 tox	MmCpn inh	HepG2 viability	CCT chaperon mod	Nrf2 inh
CCCCOc1ccc(C(=O)N2CCN(c3ncccn3)CC2)cc1	i	-0.1%	-30%	?	i	0%	-25%	1.4	-20%
Cc1nc(NC(=O)CSc2nccn2C)sc1C(=O)N(C)C	i	-0.4%	-9%	5%	i	1%	3%	1.2	15%

The whole of this part, from the first entry:
SMILES	pAkt inh	Nrf2 activator	TGFb SMAD3 inh	A549 tox	S2 tox	MmCpn inh	HepG2 viability	CCT chaperon mod	Nrf2 inh
CCCCOc1ccc(C(=O)N2CCN(c3ncccn3)CC2)cc1	i	-0.1%	-30%	?	i	0%	-25%	1.4	-20%
Cc1nc(NC(=O)CSc2nccn2C)sc1C(=O)N(C)C	i	-0.4%	-9%	5%	i	1%	3%	1.2	15%
CC1CC(C)CN(C(=O)CSc2nnc(-c3ccc(Cl)s3)o2)C1 (configuration not stated)	i	0.0%	-7%	8%	i	-14%	-6%	-0.5	-12%
Cc1c(NS(=O)(=O)c2ccc(N3CCN(C)CC3)c([N+](=O)[O-])c2)c(=O)n(-c2ccccc2)n1C	i	0.2%	1%	0%	i	-1%	2%	-1.1	-2%
O=C1CCC(=O)N1c1nc2n(n1)C(c1ccccc1)C=C(c1ccc(Br)cc1)N2 (configuration not stated)	i	-0.2%	52%[activator]	?	.	-5%	-26%	-1.9	4%
CCOC(=O)c1oc2c(c1C)-c1nn(Cc3c(F)cccc3Cl)cc1CC2	.	0.6%	.	-1%	.	.	-14%	.	-9%
NC(=O)C1CCN(C(=O)c2ccc3ccccc3c2)CC1	i	-0.7%	9%	2%	i	1%	8%	-0.8	?
N/C(=N\OC(=O)/C=C/c1ccccc1)c1ccc(Br)cc1	i	3.6%	-11%	-4%	i	3%	-11%	-1.9	5%
Cc1ccc(S(=O)(=O)N2CCCCC2)cc1C(=O)N(C)CC(=O)Nc1ccc(Cl)c(C(F)(F)F)c1	i	-0.6%	2%	?	.	2%	-6%	-3.6	?
CCOC(=O)c1ccccc1NS(=O)(=O)c1ccccc1	i	-0.6%	-3%	?	i	1%	-27%	-2.1	23µM*
CC1(C(=O)NS(=O)(=O)c2ccccc2OC(F)(F)F)CCN1C(=O)c1ccccc1 (configuration not stated)	i	-0.4%[9.22 µM]	3%	.	i	.	-1%	-1.0	.
CN(CC(=O)NCc1ccc(F)cc1)S(=O)(=O)c1ccc(Br)s1	i	-0.8%	29%	2%	i	0%	5%	3.4	-6%
CCOC(=O)CCSc1nc(C)c2cc(C)ccc2n1	i	-0.2%	10%	0%	i	-1%	6%	-1.2	-4%
COc1ccc(OC)c(NC(=O)Nc2nc(C(N)C(C)C)cs2)c1 (configuration not stated)	i	8.8%	7%	.	?	.	-48%	-0.2	.
COC(=O)CCN1CCC2CC1c1cc(-c3cccc(C)c3)ccc12 (configuration not stated)	i	0.8%	11%	1%	i	.	8%	1.5	9%
COCc1[nH]nc2c1C(c1c(F)cccc1Cl)C(C#N)=C(N)O2 (configuration not stated)	i	19%	-2%	-7%	i	2%	-6%	-12	?
CS(=O)(=O)c1ccc(Cl)c(NC(=O)COC(=O)c2ccc(-n3cnnn3)cc2)c1	i	0.2%	-18%	1%	i	0%	-3%	-1.4	-12%
Cn1c(=O)n(Cc2ccc(Cl)cc2)c(=O)c2c1nc1n2CCN1Cc1ccco1	i	19%	0%	13%	i	-5%	-30%	2.5	?
CCCNC(=O)c1ccc2c(c1)N=C(CCC)c1ccccc1S2	.	0.1%	8.9µM*	-5%	?	.	-28%	.	7%
Cc1cc(C)c(S(=O)(=O)/N=C2\C=C(Nc3ccc(C(=O)O)cc3)C(=O)c3ccccc32)c(C)c1	i	-2.2%	?	1%	?	-7%	16µM*	-2.3	2%
Cc1ccccc1CN(CC1CCC(C(=O)O)CC1)C(=S)Nc1ccccc1F (configuration not stated)	i	0.1%	9%	2%	i	1%	0%	-2.9	27%
Cc1cn(C)c(CC(=O)Nc2cccc(Cl)c2C)c1C(=O)O	.	1.8%	3%	10%	i	.	5%	.	.
Cn1c(SCc2n[nH]c(=S)o2)nnc1-c1ccccc1	i	-0.5%	2%	-6%	i	1%	-1%	-8.4	19%
CCOC(=O)c1cccnc1SCC(=O)NCc1ccccc1	i	-0.3%	-16%	-3%	?	0%	3%	-0.2	6%
COC(=O)CC1C(=O)NCCN1C(=O)Nc1cccc(Cl)c1 (configuration not stated)	i	-0.5%	5%	0%	i	1%	0%	0.8	2%

Structures listed so far marked active in TGFb SMAD3 inh:
SMILES,pAkt inh,Nrf2 activator,TGFb SMAD3 inh,MmCpn inh,CCT chaperon mod
CCCNC(=O)c1ccc2c(c1)N=C(CCC)c1ccccc1S2,.,0.1%,8.9µM*,.,.

(next part)
SMILES	pAkt inh	Nrf2 activator	TGFb SMAD3 inh	A549 tox	S2 tox	MmCpn inh	HepG2 viability	CCT chaperon mod	Nrf2 inh
CCN1CCN(C(=O)C2CCN(Cc3cc(Cl)ccc3O)CC2)CC1	i	3.3%	0%	7%	i	3%	-29%	5.8	15%
FC(F)(F)C1=CC(c2ccccc2)=NCCN1	i	0.2%	-19%	-1%	i	1%	-1%	-2.4	.
CC(=O)N1c2ccc(S(=O)(=O)N3CCCC(C(=O)NCc4ccccc4)C3)cc2CC1C (configuration not stated)	i	0.4%	-22%	-5%	i	-2%	-6%	-1.3	?
CCS(=O)(=O)c1ccc2oc(SCC(=O)N3c4ccccc4CC3C)nc2c1 (configuration not stated)	i	13%	-21%	-3%	i	-2%	2%	0.5	-42%
O=C(COc1ccc(Br)cc1F)NCC1(N2CCCCC2)CCCCC1	i	0.1%	-3%	-1%	i	0%	0%	-1.1	7%
CCOC(=O)c1csc(-c2csc(CCNC(=O)c3ccccc3)n2)n1	i	0.5%	2%	.	i	.	8%	-1.3	.
COc1ccc2oc(C(=O)OCC(=O)Nc3cc(S(=O)(=O)N4CCOCC4)ccc3OC)c(C)c2c1	i	2.8%	14%	1%	?	0%	0%	-7.4	-3%
Cc1cccc(C)c1NC(=S)N1CCCN(C)CC1	i	0.2%	0%	8%	i	0%	2%	-0.4	0%
COc1cc(/C=N/NC(=O)c2cc(C3CC3)[nH]n2)cc(OC)c1OC	i	-0.4%	3%	0%	i	-2%	-48%	-1.6	?
CCCNC(=O)C(Cc1ccc(Cl)cc1)NC(=O)c1ccc(C#N)cc1 (configuration not stated)	i	0.2%	-4%	1%	i	5%	0%	-1.4	8%
COc1ccc(/C=N\NC(=O)c2ccccc2F)cc1COc1ccc(F)cc1F	i	0.5%	?	?	?	-9%	-23%	0.6	-17%
COc1cc(OC)cc(-c2nnc(N(C)C(=O)c3ccncc3)s2)c1	i	5.9%	-3%	0%	?	-6%	-17%	0.6	-15%
CC1(c2nnc(-c3ccccc3)o2)CC(c2ccccc2)=NO1 (configuration not stated)	i	2.5%	-3%	-3%	i	.	-1%	0.4	27%
O=c1c2c(C(F)(F)F)cc(C(F)(F)F)nc2[nH]n1-c1ccccc1	i	-1.1%	?	-13%	i	-6%	-33%	1.5	-10%
Cc1ccc(C(=O)CCC(=O)NN2C(=O)NC3(CCCCC3)C2=O)cc1	i	-0.5%	-3%	-10%	i	2%	4%	-1.3	1%
COc1cccc(-n2c(SCC(=O)N3CCCc4ccccc43)nc3c([nH]c4ccccc43)c2=O)c1	.	-0.6%	-1%	7%	?	.	6%	.	.
O=c1c2cc(Cl)ccc2nc(-c2ccccc2)n1O	i	6.5%	0%	0%	i	3%	-28%	-1.1	4%
C#Cc1ccc(NC(=O)C2(C)CCN2C(=O)CC(c2ccccc2)c2ccccc2)cc1 (configuration not stated)	.	4.0%	-28%	.	i	.	-4%	0.3	.
CN(C)c1ccc(CN2CCC(C(=O)NC(c3ccc(F)cc3)c3ccc4ccccc4n3)CC2)cc1 (configuration not stated)	i	0.5%	?	.	?	.	-84%	0.0	.
Cc1ccc(NC(=O)C2CC2C)cc1S(=O)(=O)N1CCOCC1 (configuration not stated)	i	-0.1%	0%	-9%	?	0%	6%	-1.3	-1%
NS(=O)(=O)c1ccc(CCNC(=O)CCCCCn2c(=O)[nH]c3ccccc3c2=O)cc1	.	4.1%	12%	3%	.	.	-7%	.	.
CC(C)(C)NS(=O)(=O)c1cccc(S(=O)(=O)c2cccc(S(=O)(=O)NC(C)(C)C)c2)c1	i	-0.4%	13µM*	-10%	i	2%	-11%	1.0	?
O=C(Nn1cnnc1)C1CCCN1S(=O)(=O)c1ccc(F)cc1 (configuration not stated)	i	0.1%	-17%	-1%	i	2%	4%	2.4	4%
COc1ccc(NC(=O)N2c3ccccc3C(C)=CC2(C)C)cc1	i	-0.2%	2%	-3%	i	-3%	-2%	-3.6	9%
CCCn1c(=S)[nH]c2cc(C(=O)N3CCN(C4CCCCC4)CC3)ccc2c1=O	i	-0.3%	-18%	2%	i	-4%	-2%	0.7	10%
COC(=O)CNc1nc(-c2ccncc2)nc2ccccc12	i	4.2%	0%	-5%	i	0%	17%	-7.0	-9%
CC(C)N(c1ccccc1)c1ccc(NC(=O)CCl)cc1	i	?	?	-5%	27µM*	0%	-119%	1.3	-5%
O=C(NC1CCS(=O)(=O)C1)/C(=C/c1ccc(Cl)cc1)NC(=O)c1ccccc1 (configuration not stated)	i	0.6%	0%	-3%	i	0%	-7%	-1.1	18%
COc1ccc(CC(=O)NC(C)c2nnc(SCC(=O)Nc3cc(C)ccc3OC)n2C)cc1 (configuration not stated)	i	0.2%	3%	-1%	i	0%	1%	-2.2	1%
O=C1[C@@H]2C(c3ccccc3Cl)=NO[C@@H]2C(=O)N1Cc1ccccc1	i	-0.3%	0%	0%	?	-1%	-26%	1.5	.

Screening results: PubChem, National Center for Advancing Translational Sciences (NCATS)

Not a hit list; any-hit rate near 4.4%.
